BB579 growth dn: chemicals that inhibit yeast BB579 growth in restrictive medium (lifespan-shortening candidates) | inhibition, % at 10 µM | S. cerevisiae BB579 growth, OD615, 48 h | 140,000 compounds, 0.51% hits;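 active = inhibition above a set limit, 3 SD over the mean compound inhibition, cut at about 44% in these data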; also: inactives centre near -24
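Assay system: S. cerevisiae DeaD strain BB579 yeast. Medium: CSMM-D restrictive synthetic medium containing dextrose (glucose). Times: 4 h cell preincubation, 48 h compound exposure, 30 °C humidified. Signal: OD615 turbidity measurement. Benchmarks: positive control amphotericin B 10 µg/mL.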
MRP1 act: activates MRP-1. H69AR cells + doxorubicin, viability rescue, CellTiter-Glo. 140,000 compounds, 0.61% hits. viability increase, % at 10 µM. AID 799;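 active = viability gain under doxorubicin at or above a set limit, the compound median plus 3 SD, cut at about 4.7% in these data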;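 also: MRP-1 overexpressing cells given doxorubicin 25 µM after compound pretreatment; 18-22 h compound pretreatment then 72 h with doxorubicin before readout; 0% = doxorubicin-only wells and 100% = vehicle-treated cells without doxorubicin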
NPY Y2 blocker: blocks the human neuropeptide Y Y2 receptor | P49146 | NPY-Y2 expressing cells, antagonist mode | inhibition, % at 2.7 µM | 140,000 compounds, 0.99% hits | AID 793; in the data active = inhibition above about 17%;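 also: 0% = vehicle with agonist challenge and 100% = reference antagonist with challenge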
Target sequence (P49146 whole entry, looked up): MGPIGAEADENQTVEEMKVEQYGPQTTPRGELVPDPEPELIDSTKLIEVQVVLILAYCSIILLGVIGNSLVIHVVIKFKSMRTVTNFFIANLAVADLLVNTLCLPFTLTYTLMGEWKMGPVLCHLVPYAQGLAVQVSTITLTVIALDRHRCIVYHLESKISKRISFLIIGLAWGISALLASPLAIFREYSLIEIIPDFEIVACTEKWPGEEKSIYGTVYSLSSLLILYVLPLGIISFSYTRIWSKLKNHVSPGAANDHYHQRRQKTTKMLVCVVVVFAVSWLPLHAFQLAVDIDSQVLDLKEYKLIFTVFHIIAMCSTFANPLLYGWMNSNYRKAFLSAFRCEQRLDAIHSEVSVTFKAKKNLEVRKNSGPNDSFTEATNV
Measles CPE: protection of cells from measles virus | Measles virus-infected cells, CPE protection, absorbance | protection (pct of control), % at 4 µM | 140,000 compounds, 1.5% hits | AID 841; in the data active = protection mostly above about 24%, no sharp cut-off; inactive = mostly below about 26%; also: some compounds called inactive have numbers as strong as hits
Phagocytosis inh: macrophage phagocytosis inhibition; inhibition, % at 5 µM; AID 1029; 110,000 compounds, 0.07% hits; J774A.1 macrophage IgG-bead phagocytosis, imaging;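 active = inhibition above the mean of the plate negative controls plus 5 SD, cut at about 13% in these data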;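 also: phagocytic index as fraction of beads internalized from green versus red external bead signal; plate controls were DMSO negative control for no effect and cytochalasin-D positive control for full effect; some results beyond the cut were filed as inactive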
PTEN del growth: suppresses growth of cells with PTEN deletion. HCT116 PTEN-null viability, CellTiter-Glo, 60 h; hits give low values. viability, % at 10 µM. 140,000 compounds, 1.2% hits. AID 827;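 active = viability at or below a set limit, 4 SD under the median of all tested compounds, cut at about 3.7% in these data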;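 also: PTEN knockout HCT116 line with beta catenin targeted HCT116 as companion control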
Yeast lifespan up: extends the lifespan of yeast | S. cerevisiae growth with nicotinamide, OD615; deaD strain in restrictive glucose medium | inhibition of the nicotinamide effect, % at 10 µM | 130,000 compounds, 0.68% hits;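 active = inhibition above a set limit, placed 3 SD over the median of all compounds, cut at about 26% in these data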;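 also: 0% = nicotinamide-treated wells and 100% = cells grown without nicotinamide; some compounds called inactive have numbers as strong as hits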
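Assay system: engineered S. cerevisiae DeaD replicative-lifespan strain, galactose-grown log-phase cells; Buffer or medium: CSMM-D glucose medium, restrictive; Probe or stimulus: nicotinamide 1.5 mM; Compound: single dose 10 µM compound, 0.25% DMSO; Schedule: 4 h preincubation then 48 h treatment at 30 °C; Technique: OD615 measurement.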
GALR2 blocker: GALR2 (human) receptor antagonism | O43603 | GALR2-expressing cells, antagonist mode | inhibition, % at 4 µM | 140,000 compounds, 0.39% hits; in the data active = inhibition above about 27%;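 also: cells stimulated with galanin 1-16 at roughly its EC80; 0% = agonist challenge control and 100% = basal control without agonist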
Target sequence (O43603 whole entry, looked up): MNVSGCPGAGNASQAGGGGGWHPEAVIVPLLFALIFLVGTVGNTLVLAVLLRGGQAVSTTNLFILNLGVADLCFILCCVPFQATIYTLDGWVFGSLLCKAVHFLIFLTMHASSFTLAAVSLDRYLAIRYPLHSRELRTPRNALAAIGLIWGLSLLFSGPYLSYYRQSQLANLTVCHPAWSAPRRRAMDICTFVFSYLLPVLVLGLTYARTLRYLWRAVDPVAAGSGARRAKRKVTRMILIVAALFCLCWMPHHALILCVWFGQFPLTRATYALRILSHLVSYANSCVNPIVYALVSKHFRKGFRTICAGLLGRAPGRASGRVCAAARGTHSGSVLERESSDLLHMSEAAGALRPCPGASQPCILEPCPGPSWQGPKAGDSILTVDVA
bCat KO growth: beta-catenin-lacking colon tumor cell growth suppression; HCT116 beta-catenin knockout viability, CellTiter-Glo, 60 h; hits give low values; viability, % at 10 µM; 140,000 compounds, 1.5% hits;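 active = viability at or under a set limit, the compound median less 4 SD, cut at about 6% in these data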;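 also: 0% = Hyamine 1622 control at 20 µM and 100% = untreated cell control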
E-sel TNF inh: blocks E-selectin expression induced by TNF alpha; HUVEC TNFa-induced E-selectin immunofluorescence, high content; inhibition, % at 2 µM; 120,000 compounds, 0.71% hits; AID 1246;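 active = inhibition above the batch mean plus 3 SD, and confirmed as a hit on visual image review, cut at about 43% in these data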;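 also: 0% = TNF-stimulated DMSO wells and 100% = unstimulated control wells; not every result past the cut was called active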
* hit, by the source's call; · = no result given.

SMILES	BB579 growth dn	MRP1 act	NPY Y2 blocker	Measles CPE	Phagocytosis inh	PTEN del growth	Yeast lifespan up	GALR2 blocker	bCat KO growth	E-sel TNF inh
CC(=O)Nc1ccc(-c2nnn(CC(=O)c3ccccc3)n2)cc1Cl	-50.4	0.1	1.3	5.2	0.5	101.7	-4.4	13.3	99.8	4.1
O=CNNC(=O)c1cccc([N+](=O)[O-])c1	13.4	0.6	0.0	27.3	-14.4	101.7	0.0	6.2	95.8	·
COc1cccc(-n2c(SCC(=O)N3CCOCC3)nnc2-c2c[nH]c3ccccc23)c1	3.8	-2.2	-0.4	23.1	-0.4	106.4	-7.6	-4.2	96.0	·
CN(C)c1ccc(NC(=O)Cn2cc3c(n2)CCCC3)cc1	-17.2	-4.2	0.1	6.2	1.1	76.1	-1.4	1.9	51.2	-15.8
Cc1cccc(NC(=O)c2snc3c(=O)[nH]cnc23)c1	-34.5	0.0	2.1	22.1	0.0	94.6	-8.9	5.4	98.3	17.3
Cc1ccccc1N(C(=O)Cc1ccsc1)C(C(=O)NC1CCCCC1)c1ccc(F)cc1 (stereo not given)	-39.2	-1.8	-1.3	17.4	-0.3	89.5	-1.1	-7.5	92.9	·
Fc1ccc(OCc2nc(-c3ccc(Br)o3)no2)c(F)c1	2.8	-1.2	6.3	8.5	-0.4	102.8	-20.2	-3.2	106.6	·
Cc1cc(NC(=O)CSc2nnnn2Cc2ccccc2)no1	-40.7	-2.6	4.7	6.1	·	96.0	-3.9	-4.1	90.3	7.0
C/C(=N\Nc1ccccn1)c1ccc(S(=O)(=O)NCc2ccco2)cc1	-30.4	-2.3	2.1	7.8	-2.1	56.9	6.3	-1.2	55.9	·
CCCSc1nc(N2CCCC2)c2c(c1C#N)CC(C)(C)OC2	-26.7	-2.6	0.7	3.1	-0.9	80.6	-15.8	3.4	80.2	4.7
COc1cc(C(=O)Nc2ccc(S(=O)(=O)Nc3onc(C)c3C)cc2)cc(OC)c1OC	6.7	0.6	3.7	15.5	-0.3	99.0	-2.5	7.2	94.2	21.9
O=C(CSc1nnc(-c2c[nH]c3ccccc23)o1)N1c2ccccc2CCc2ccccc21	-21.2	-0.6	3.8	6.5	-1.4	49.5	-1.3	-8.4	37.1	-17.6
Cc1cc(C)nc(NC(=O)CSc2nc3cc(Cl)ccc3s2)n1	-11.9	-3.0	9.1	9.8	-1.1	90.6	-9.2	2.7	89.7	-30.3
CCOc1ccc(-c2[nH]nc3c2C(c2ccc4c(c2)OCO4)C(C#N)=C(N)O3)cc1OC (stereo not given)	-34.7	-4.1	7.4	4.0	-3.8	90.5	-9.0	7.6	103.5	11.1
CCC(Sc1nc2ccccc2[nH]1)C(=O)Nc1cc(C)on1 (stereo not given)	-21.1	-3.1	3.2	17.9	1.6	87.8	-3.9	-1.7	93.7	·
O=C(O)c1ccc2cc[nH]c2c1	8.3	-1.8	4.8	7.6	-0.2	101.6	-6.9	-2.2	102.9	·
COc1cccc(NC(=O)N2CCN(C(=O)C(Cc3ccc(OC)c(OC)c3)NC(C)=O)CC2)c1 (stereo not given)	-0.1	-0.8	-1.7	7.1	·	92.1	-3.5	-0.1	92.3	-6.3
COc1ccccc1-c1nn2c(C(F)(F)F)nnc2s1	-47.3	-0.3	4.6	37.1	1.5	92.1	-27.5	-4.4	102.7	·
CCOC(=O)c1c(C)[nH]c(C)c1C(=O)CSc1nc2ccccc2n1CC	-8.2	-1.2	2.6	13.8	-2.3	68.0	-5.1	-11.1	79.0	·
O=C(Nc1cccc(Cl)c1)C1=Cc2cc(Cl)ccc2OC1	-34.0	1.3	9.4	9.3	-0.8	61.9	-12.4	0.6	74.7	14.2
CCOc1cc(C2C3=C(CCCC3=O)NC3=C2C(=O)CCC3)ccc1OCCO	-6.2	0.0	-1.3	4.4	0.6	82.1	-9.9	-4.1	90.4	-13.1
Cc1cc(=O)[nH]c(SCc2nc3ccccc3s2)n1	45.5*	-4.1	2.5	8.6	1.2	101.7	-13.4	-5.2	99.7	·
O=C(c1ccncc1)c1ccc(NS(=O)(=O)c2ccc(Br)s2)cc1	-5.7	-1.6	3.8	2.3	0.7	88.9	-3.9	2.3	87.2	-42.5
COc1ccc(S(=O)(=O)NNC(=O)c2cc3cc4ccccc4nc3s2)cc1	-16.7	-3.5	5.1	4.0	0.3	92.2	-23.0	8.0	95.6	-2.0
COc1ccccc1N1CCN(C2CCN(C(=O)c3cc(OC)c(OC)c(OC)c3)CC2)CC1	5.0	-1.0	5.6	3.6	-1.8	84.6	-3.6	2.0	89.5	-27.1
CCC(=O)N1CCc2cc(S(=O)(=O)NC(C(=O)NCc3ccc(F)cc3)C(C)C)ccc21 (stereo not given)	-7.4	-1.4	-0.4	4.3	·	93.8	-2.8	-12.2	88.0	·
N#Cc1nc(COc2ccccc2)oc1N1CCOCC1	-25.1	0.8	2.9	3.9	·	102.8	-6.9	5.6	89.5	-3.3
Cc1nc(NC(=O)/C=C/c2ccc(C(C)(C)C)cc2)sc1C(=O)N(C)C	3.7	0.1	2.9	5.2	·	83.2	0.1	8.2	89.8	-5.0
CCCCCC(=O)NC(=S)Nc1ccc(NC(=O)c2ccco2)cc1	-17.0	-3.8	0.2	11.1	-5.4	67.2	0.1	11.9	73.0	·
CCC(=O)NCCn1c(C)cc2ccccc21	-36.7	-0.5	2.0	13.9	-0.9	95.0	-9.4	6.0	102.2	·
O=C(CN1C(=O)CC(c2ccccc2)=Nc2ccccc21)NCc1ccco1	-43.2	-1.2	3.7	12.2	-4.6	93.5	-5.2	1.0	87.6	-4.4
CS(=O)(=O)N(Cc1cc2ccccc2[nH]c1=O)C1CCCCC1	-37.8	-1.8	-0.7	22.1	·	55.9	-4.0	-0.9	64.8	10.1
CCN(CC)c1ccc(NC(=O)COC(=O)C23CCC(=O)N2c2ccccc2S3)cc1 (stereo not given)	-27.3	-0.8	1.6	20.1	0.9	88.0	-14.3	17.2	96.8	-7.3
CCOc1ccc(OCCN2C(=O)NC3(CCCc4ccccc43)C2=O)cc1 (stereo not given)	-42.7	-2.3	0.1	8.4	0.4	84.5	11.5	3.8	91.9	1.7
O=C(COC(=O)/C=C/c1ccccc1Cl)NCc1ccccc1	-61.5	-1.8	6.8	6.4	-8.4	95.0	4.5	-1.9	91.9	-1.5
COC(=O)c1cc(-c2c(C)oc3cc(OC(C)C)ccc3c2=O)c(C)o1	-21.9	0.9	-0.5	7.5	-1.2	87.0	-19.4	0.5	84.2	-17.7
Cc1ccc(S(=O)(=O)N2CCC(C(=O)N[C@H](C(=O)N3CCN(C)CC3)C(C)C)CC2)cc1	4.3	-1.6	0.1	5.7	-0.9	116.8	-8.8	13.6	100.3	·
O=C(CSc1nc(SCC(=O)NCc2ccccc2)n(-c2ccccc2)n1)NCc1ccccc1	-20.9	-1.6	5.5	8.7	-0.6	91.1	-16.5	-4.0	94.5	-3.2
COc1ccc(N=C2SC(C(=O)O)CC(=O)N2C)cc1 (stereo not given)	-28.9	-0.7	1.6	5.0	-0.8	104.0	-2.6	0.7	99.3	-0.8
COCC(=O)Nc1ccc(C)c(Cl)c1	-43.3	-1.4	1.9	2.5	4.4	87.1	-14.1	6.4	89.3	21.0
Cc1ccc([N+](=O)[O-])cc1NC(=O)c1ccc(-c2ccccc2)cc1	-71.9	-1.8	22.1*	4.3	-0.6	68.7	-13.5	6.9	72.1	5.3
Cc1cc(C)n(-c2nnc(SCC(=O)NC3CCCC3)c3ccccc23)n1	-3.9	-0.9	1.2	19.9	·	83.2	·	3.2	83.9	-22.2
CC(=O)Nc1sc(NC(=O)c2ccc(Cl)cc2)nc1-c1cccs1	-39.7	-0.4	0.5	6.0	5.5	75.2	-4.1	-9.7	75.4	-7.6
CCOCC(=O)Nc1cc(C(=O)Nc2ccccc2)ccc1Cl	-46.4	-0.7	4.0	6.2	·	80.3	-9.1	0.4	88.7	-30.8
CCn1c(CSc2nc3ccccc3s2)nnc1SCC(=O)c1ccc(O)c(O)c1	-61.6	-0.6	-3.3	18.9	2.5	9.4	-6.5	0.0	10.4	-12.9
COc1cc(C2C(C#N)=C(N)Oc3c2oc(CO)cc3=O)cc(OC)c1OC (stereo not given)	-65.1	-0.1	-0.5	9.8	·	97.5	1.5	4.0	97.6	100.0*
CCCc1[nH]nc2c1C(c1cc(OC)ccc1F)C(C#N)=C(N)O2 (stereo not given)	-21.4	-4.4	-2.8	14.9	-0.3	97.2	21.9	-0.8	97.6	-4.2
N#Cc1cc([N+](=O)[O-])ccc1Oc1cccc(/C=N/NC(=O)c2ccc(Cl)cc2)c1	-46.7	-1.3	1.6	5.8	·	35.0	-4.8	4.2	10.3	10.9
Brc1cccc(-c2nnco2)c1	-28.4	·	2.8	6.0	0.2	99.2	-10.3	-12.1	110.3	3.8
COc1ccc(NC(=O)c2cc(=O)c3ccccc3o2)cn1	26.3	0.7	1.7	10.0	-0.5	98.2	-11.4	-8.8	112.8	5.8
O=S(=O)(Cc1ccccc1Cl)NCCOc1ccccc1	-27.6	-1.4	1.1	4.2	0.6	97.1	0.3	1.3	98.4	2.5
Cc1ccc(C(=O)Nc2ccc(C(=O)N/N=C/c3c[nH]c4ccccc34)cc2)cc1	-5.0	-1.7	-3.7	5.8	-5.7	48.6	-6.4	23.5	49.4	·
c1ccc(-c2ccc(-c3ccccn3)nn2)nc1	68.0*	2.4	-1.6	10.5	-0.1	78.4	-9.8	3.8	75.8	-7.5
Cc1nnc(-c2cnn(-c3ccccc3)c2N)n1Cc1ccncc1	-19.9	-1.2	-0.5	2.0	·	87.1	-19.2	-6.3	76.8	21.9
Cc1ccc(NC(=O)c2ccccc2)cc1	-2.9	-2.3	3.9	4.5	·	90.2	-29.2	-0.4	91.8	13.6
CC1C/C(=C/c2ccco2)C(=O)/C(=C/c2ccco2)C1 (stereo not given)	-40.2	-3.6	2.1	4.8	-1.9	60.1	-6.5	-8.1	55.9	-7.8
Nc1[nH]nc2nc(N3CCOCC3)nc(-c3ccccc3)c12	-23.7	-5.3	0.2	6.4	1.5	83.7	-4.7	2.6	77.4	·
O=C(c1ccco1)N1CCN(C(=O)c2cc(-c3ccccc3)nc3ccccc23)CC1	-17.6	-3.6	-3.9	4.5	·	76.8	-0.9	8.3	81.2	-11.4
CCOC(=O)N1CCN(c2c(N3CCN(c4ccccc4OC)CC3)c(=O)c2=O)CC1	·	·	2.9	·	3.0	·	·	1.8	·	-18.6

Two of these compounds, reformatted.
mol,BB579 growth dn,MRP1 act,NPY Y2 blocker,Measles CPE,Phagocytosis inh,PTEN del growth,Yeast lifespan up,GALR2 blocker,bCat KO growth,E-sel TNF inh
Cc1ccc([N+](=O)[O-])cc1NC(=O)c1ccc(-c2ccccc2)cc1,-71.9,-1.8,22.1*,4.3,-0.6,68.7,-13.5,6.9,72.1,5.3
COc1ccc(S(=O)(=O)NNC(=O)c2cc3cc4ccccc4nc3s2)cc1,-16.7,-3.5,5.1,4.0,0.3,92.2,-23.0,8.0,95.6,-2.0
